Compound activity deposited in PubChem by several laboratories.
LYP inhibition = PTPN22 lymphoid phosphatase activity blockers – biochemical, fluorescence intensity, uHTS (AID 1779). recombinant LYP phosphatase, fluorescence intensity; higher % means a stronger effect. one-dose inhibition, % at 11.5 µM; IC50 in µM for titrated hits. 290,000 compounds, 0.054% hits;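 further: plate controls were vehicle with enzyme for no effect and no enzyme for full effect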
Dengue-2 NS5 capping = flavivirus cap methylation enzyme inhibition – biochemical, confirmation dose response, primary screen (AID 588689); 340,000 compounds, 0.3% hits; Dengue-2 NS5 methyltransferase capping enzyme assay, biochemical; higher % means a stronger effect; inhibition, % at 25 µM; hits with a dose series show IC50 in µM; in the data active means a potency from the dose series
SIAH1 antagonists = Siah-1 peptide-binding antagonists, primary screen, biochemical, fluorescence polarization, rhodamine-plectin, uHTS (AID 1817) | Siah-1 / rhodamine-plectin peptide fluorescence polarization; higher % means a stronger effect | one-dose displacement, % at 20 µM; IC50 in µM for titrated hits | 290,000 compounds, 0.02% hits;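 active means displacement of at least 50% at 20 µM, with a fluorescence ratio check between 0.3 and a set limit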;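 further: plate controls were Siah plus tracer with DMSO for no effect and tracer alone without Siah for full effect; strong numbers were not always called active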
AID2073 = inhibitors of Mint1-CaV2.2 protein interaction, biochemical, HTRF (AID 2073). HTRF protein-protein interaction, Mint1-CaV2.2; higher % means a stronger effect. 290,000 compounds, 0.19% hits. one-dose inhibition, % at 20 µM; IC50 in µM for titrated hits; in the data active means inhibition mostly above about 51%, no sharp cut-off; further: some results filed as inactive read as strong as hits
HIV peptide binding = cell-free HIV fusion peptide-binding blockers – biochemical, uHTS, fluorescence dequenching, primary screen (AID 1986) | cell-free peptide binding, fluorescence dequenching, 30 min; higher % means a stronger effect | inhibition, % at 20 µM; hits with a dose series show IC50 in µM | 290,000 compounds, 0.3% hits; in the data active means inhibition mostly above about 52%, no sharp cut-off; inactive means mostly below about 76%; further: some results filed as inactive read as strong as hits
Myeloid diff 2 = promotes myeloid progenitor differentiation | ER-HoxA9 myeloid progenitors, lysozyme-GFP differentiation, flow cytometry | calls only at 10 µM | 360,000 compounds, 1% hits;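 active means normalized GFP-positive differentiation at or above the plate's own cutoff, the solvent-only control mean plus 3 SD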;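 further: cells exposed to compound for four days before flow analysis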
NOD2 inhibition = inhibition of NOD2-driven NF-kB reporter – cell-based, luminescence, uHTS, HEK293 (AID 1566); 290,000 compounds, 0.63% hits; HEK293 NOD2/NF-kB luciferase reporter, luminescence; higher % means a stronger effect; inhibition, % at 4 µM; hits with a dose series show EC50 in µM; further: many of its hits are not listed in these tables
XIAP displacement = small molecules displacing peptide from XIAP – biochemical, IAP family, fluorescence polarization (AID 1018). XIAP BIR domain, fluorescence polarization peptide displacement; higher % means a stronger effect. one-dose displacement, % at 20 µM; IC50 in µM for titrated hits. 200,000 compounds, 0.007% hits; in the data active means displacement above about 50%; further: a part of the inactive calls stands beside numbers as strong as those of hits
Hep lipid drop = hepatic lipid droplet formation modulation; inhibition, % at 6.5 µM; 240,000 compounds, 0.4% hits; AML12 mouse hepatocytes, oleate lipid droplets, BODIPY imaging;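 active means lipid droplet intensity inhibited by at least 50%, with more than 500 cells counted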
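Technique: fluorescence imaging, 20x objective, two fields per well / Assay system: AML12 hepatocytes (mouse) / Measure: % inhibition of lipid droplet signal / Doses: 6.5 µM single-point dosing / Incubation: overnight exposure / Reagent: 100 µM oleic acid challenge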
Hep lipid drop cells 6.5 µM = second read-out of Hep lipid drop, no call of its own (marks repeat the call); cell count; measured here: cell count, cytotoxicity flag;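 cells counted across two imaged fields per well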
Dengue-2 NS5 capping pilot replicate = further read-out of Dengue-2 NS5 capping, marked with its call; inhibition, %; measured here: pilot screen replicate inhibition
Myeloid diff 2 GFP+ MAC1+ % = also measured in Myeloid diff 2; calls as there; GFP+ MAC1+ double positive, %; measured here: differentiation confirmed by MAC1 staining
* = called active by the depositor; i = inactive; x = no result given; + = active, no number. Unless noted, no stated cut-off is given here; in the data, active means inhibition above about 50%; inactive means the rest.

SMILES	LYP inhibition	Dengue-2 NS5 capping	SIAH1 antagonists	AID2073	HIV peptide binding	Myeloid diff 2	Myeloid diff 2 GFP+ MAC1+ %	NOD2 inhibition	XIAP displacement	Hep lipid drop	Hep lipid drop cells 6.5 µM	others
C=CCn1c(-c2cc(Cl)ccc2OC)n[nH]c1=S	-8%	-6%	2%	-6%	3.5%	i	0.8	13%	-3.0%	6	782
Cc1ccc(CC(CC(=O)O)C(=O)NCc2ccccc2)cc1 (centres undefined)	1%	1%	8%	1%	2.5%	i	1.6	10%	-4.2%	-2	627
Cc1cccc(NS(=O)(=O)c2cccc(C(=O)NCC(C)(C)N3CCOCC3)c2)c1	-6%	-3%	-4%	4%	1.5%	+	8.9*	5%	x	4	811
CCOc1ccc(S(=O)(=O)N(C)CC(=O)NCCN2CCOCC2)cc1	-2%	12%	2%	0%	0.1%	i	0.9	5%	x	21	819
CC(Nc1c([N+](=O)[O-])c(=O)oc2ccccc12)C(Cl)c1ccccc1 (centres undefined)	-1%	-1%	3%	-4%	0.0%	i	1.8	-7%	-6.9%	x	x
CCOC(=O)C1CCCN(CC(=O)c2ccc(F)cc2)C1 (centres undefined)	-9%	-6%	3%	12%	1.2%	i	0.7	13%	x	-6	809
COc1ccc(-n2c(CCC(=O)O)ccc2-c2ccccc2)cc1	-8%	22%	-5%	14%	-0.2%	i	0.3	2%	-9.4%	-24	693
CCOC(=O)C1(Cc2cccc(Cl)c2)CCCN(C(=O)c2cc(C)n(C)n2)C1 (centres undefined)	-1%	1%	3%	-4%	1.4%	i	0.8	8%	x	2	705
COc1ccc(CCNS(=O)(=O)c2ccc3c(c2)NC(=O)CCS3)cc1OC	-12%	2%	-4%	5%	-0.2%	i	3.4	10%	x	3	782
COc1cc(NC(=O)c2ccco2)c(OC)cc1NC(=O)CCC(=O)Nc1cccc(C)c1C	-7%	4%	5%	-6%	26%	i	3.0	4%	-0.4%	x	x
COc1ccccc1C(=O)NCC(=O)NCCc1ccc(Cl)cc1	-7%	-3%	1%	9%	1.5%	i	0.6	4%	x	27	821
CC(C)(C)NC(=O)COc1ccc(S(=O)(=O)N2CCCC2)cc1	-8%	-2%	-1%	14%	-1.9%	i	0.4	10%	x	20	818
COc1cccc(OC)c1C(=O)Nc1cccc2c1CCCC2	-4%	2%	-3%	-2%	1.1%	i	0.3	1%	x	-21	802	Dengue-2 NS5 capping pilot replicate=-6.4
CCCS(=O)(=O)N1CCN(Cc2ccncc2)CC1	-2%	-3%	1%	-3%	0.1%	i	1.5	13%	-3.2%	17	757
O=[N+]([O-])c1cc(S(=O)(=O)NCCN2CCOCC2)ccc1Sc1nnnn1-c1ccccc1	9%	-3%	4%	0%	0.1%	i	3.6	3%	-2.0%	-24	575
Cc1cc(/C=C(\C#N)C(=O)NCc2ccco2)c(C)[nH]1	1%	1%	-1%	0%	8.8%	i	0.6	-13%	-3.0%	-32	756
N#Cc1nc(COc2ccccc2)oc1N1CCCC1	-4%	-6%	0%	26%	0.3%	i	0.7	15%	-9.0%	x	x
COc1cc(/C=N/NC(=S)NCCN2CCOCC2)cc(OC)c1OC	-6%	1%	-7%	-30%	-0.8%	i	0.7	7%	-7.3%	3	626
CC(C)n1c(N2CCN(C(=O)Nc3ccc(F)cc3F)CC2)nc2ccccc21	-5%	2%	-3%	24%	1.2%	i	1.8	-9%	28%	x	x
CCOC(=O)CCCCC(=O)c1[nH]c(=O)[nH]c1C[n+]1ccc(C)cc1	-6%	-6%	-5%	-14%	-0.9%	i	0.3	0%	-1.6%	3	671
COc1ccc(Br)cc1/C=N/n1c(C)nnc1C	-3%	-1%	1%	7%	2.3%	i	1.9	4%	-4.5%	13	704
O=C(CN1C(=O)c2ccccc2C1=O)NCCOc1ccccc1	-10%	11%	3%	49%	-1.0%	i	0.5	-4%	x	-2	736
CC(C)c1[nH]c(=O)c(C#N)c2c1CSC(C)(C)C2	-2%	-7%	4%	-6%	3.4%	i	1.6	3%	-8.0%	x	x
CCCc1cc(N2CCCC(C(=O)NCC)C2)n2ncnc2n1 (centres undefined)	0%	1%	-1%	-17%	0.1%	i	0.9	-8%	-0.7%	x	x
COC(CNC(=O)c1ccc(N2CCc3ccccc32)c([N+](=O)[O-])c1)OC	7%	-5%	0%	-3%	-3.0%	i	0.3	-16%	-5.8%	-33	610
COc1ccc(CC(NC(C)=O)C(=O)NC2CCN(C(=O)C3CC3)CC2)cc1OC (centres undefined)	-8%	-10%	8%	4%	1.0%	i	0.9	-2%	-4.0%	-1	648
COc1ccccc1-c1noc(-c2ccncc2)n1	-5%	-1%	1%	-2%	1.3%	i	2.6	-6%	-11%	0	740
CN(c1ccc(C(=O)NC2CCCCC2)cc1)S(=O)(=O)c1ccccc1	-6%	-4%	-4%	9%	-0.1%	i	0.0	37%	x	-6	747
O=C(Nc1ccc(Br)c2cccnc12)c1ccc(Cn2cc(Cl)cn2)o1	-1%	-8%	-5%	16%	16%	i	0.1	-4%	2.0%	0	527
O=C(CSCC(=O)N1CCOCC1)Nc1ccccc1	-8%	0%	1%	36%	-0.3%	i	0.3	-4%	-3.5%	x	x
COc1ccc(-c2[nH]nc3c2C(c2ccsc2)C(C#N)=C(N)O3)cc1 (centres undefined)	-5%	-3%	-2%	14%	-0.3%	i	9.2	11%	-3.3%	x	x
CCCCN(c1ccccc1)S(=O)(=O)c1ccc2c(c1)CCN2C(=O)CCC(=O)O	0%	-1%	2%	0%	2.6%	i	0.7	7%	-5.4%	-2	740
O=C(Nc1cc2c(cc1Br)OCCO2)c1ccco1	-9%	5%	-2%	0%	-0.9%	i	0.4	-17%	-0.1%	12	739
O=C(Cc1sc(Nc2ccccc2)nc1-c1ccccc1)NCc1ccccc1	1%	-9%	-7%	-17%	-0.7%	i	0.9	-30%	-4.2%	6	620
CCOC(=O)c1c(C)nn(-c2ncccc2NC(=O)CCC(=O)O)c1C	-10%	x	-7%	-1%	0.0%	i	0.2	4%	x	-2	784
CN(/N=C/c1cc(Br)cc(Br)c1O)c1cccc(C(F)(F)F)n1	-3%	-1%	0%	-1%	-1.5%	i	0.8	32%	x	10	844

Not a retest: an excerpt of the list.
SMILES	LYP inhibition	Dengue-2 NS5 capping	SIAH1 antagonists	AID2073	HIV peptide binding	Myeloid diff 2	Myeloid diff 2 GFP+ MAC1+ %	NOD2 inhibition	XIAP displacement	Hep lipid drop	Hep lipid drop cells 6.5 µM	others
CN(c1ccc(C(=O)NC2CCCCC2)cc1)S(=O)(=O)c1ccccc1	-6%	-4%	-4%	9%	-0.1%	i	0.0	37%	x	-6	747
O=C(Nc1ccc(Br)c2cccnc12)c1ccc(Cn2cc(Cl)cn2)o1	-1%	-8%	-5%	16%	16%	i	0.1	-4%	2.0%	0	527
O=C(CSCC(=O)N1CCOCC1)Nc1ccccc1	-8%	0%	1%	36%	-0.3%	i	0.3	-4%	-3.5%	x	x
COc1ccc(-c2[nH]nc3c2C(c2ccsc2)C(C#N)=C(N)O3)cc1 (centres undefined)	-5%	-3%	-2%	14%	-0.3%	i	9.2	11%	-3.3%	x	x

Remaining list, next part.
SMILES	LYP inhibition	Dengue-2 NS5 capping	SIAH1 antagonists	AID2073	HIV peptide binding	Myeloid diff 2	Myeloid diff 2 GFP+ MAC1+ %	NOD2 inhibition	XIAP displacement	Hep lipid drop	Hep lipid drop cells 6.5 µM	others
Cn1c(=NC(=O)CSCC(=O)N2CCCC2)sc2ccccc21	-5%	1%	15%	-4%	-0.8%	i	2.7	14%	-4.4%	7	759
CCOC(=O)C1(Cc2cccc(F)c2)CCN(C(=O)C2CCCO2)CC1 (centres undefined)	-8%	-4%	1%	-3%	-0.3%	i	0.8	-16%	-8.8%	3	694
COc1ccccc1NC(=O)Nc1cc(F)ccc1F	7%	-3%	2%	-4%	0.4%	i	0.2	-23%	-3.6%	0	676
COc1ccc(/C(O)=C2/C(=O)C(=O)N(CCCC(=O)O)C2c2ccc(OC)cc2)cc1 (centres undefined)	-1%	-4%	5%	3%	-1.1%	i	0.3	12%	-19%	x	x
Cc1ccccc1NC(=O)NC1(C(=O)N2CCC(C(N)=O)CC2)CCCCC1	-13%	1%	5%	8%	-1.1%	i	1.2	5%	x	8	803
COc1nc(C)cc(C)c1S(=O)(=O)c1ccccc1	-8%	-2%	-4%	10%	-0.1%	i	0.6	18%	x	3	865
CCC(C)c1ccc(OCC(=O)Nc2ccc3c(c2)C(=O)NC3=O)cc1 (centres undefined)	-5%	1%	15%	22%	2.1%	i	0.6	26%	x	30	686
CCCn1c(N2CCN(Cc3cccc(C)c3)CC2)nc2c1c(=O)[nH]c(=O)n2C	-5%	-1%	-5%	0%	-3.3%	i	4.3	19%	-10%	x	x
O=C(c1cccc(F)c1)N1CCN(c2ccc([N+](=O)[O-])c(N3CCCCC3)c2)CC1	1%	-1%	3%	-4%	-1.9%	i	0.6	24%	-4.1%	x	x
O=C(NCCc1ccccc1)c1ccc(Cl)c(S(=O)(=O)N2CCCC2)c1	3%	16%	0%	11%	1.6%	i	1.3	15%	x	-29	645
COc1cc(SC)ccc1C(=O)N1CCN(Cc2ccc3c(c2)OCO3)CC1	-1%	-7%	2%	6%	-0.3%	i	0.2	18%	x	x	x
COc1ccccc1CCNC(=O)C1CCC(=O)N(Cc2cccc(F)c2)C1 (centres undefined)	-5%	3%	0%	4%	-0.6%	i	5.4	-4%	x	0	646
O=S(=O)(Nc1ccccc1N1CCOCC1)c1ccc(F)c(Cl)c1	-8%	3%	2%	10%	0.2%	i	0.2	11%	x	-13	826
O=C(c1cc(COc2ccc(-n3cncn3)cc2)on1)N1CCCC1	-5%	8%	0%	7%	1.4%	i	0.6	11%	x	0	740
C#CC(CC)(CC)NC(=S)Nc1ccc(S(N)(=O)=O)cc1	-3%	0%	8%	3%	-1.7%	i	0.5	-12%	-17%	4	699
COc1ccc(CN2C(=O)c3ccccc3C2=O)cc1C(=O)O	-7%	-2%	-3%	11%	-1.8%	i	1.1	1%	x	x	x
Cc1cccc(NC(=O)CN2C(=O)CSC2=O)c1	-3%	-4%	-1%	-5%	1.0%	i	0.4	16%	-5.6%	6	677
Nc1nonc1-n1nnc(C(=O)N/N=C/c2ccccc2Cl)c1CSc1ccccc1	11%	x	2%	12%	1.3%	i	0.0	0%	x	x	x
CCc1cccc(OCCCN2C(=O)NC(C)(C)C2=O)c1	-13%	-1%	-1%	4%	1.3%	i	1.2	2%	-1.9%	3	750	Dengue-2 NS5 capping pilot replicate=-0.9
Cc1cc(C)nc(NS(=O)(=O)c2ccc(N/C=C\C(=O)c3ccc(Cl)cc3)cc2)n1	0%	-3%	3%	12%	-2.6%	i	7.6	18%	-1.0%	x	x
C/C(=N\NC(=O)Cn1nc(C)c([N+](=O)[O-])c1C)c1ccc(O)cc1	-3%	-2%	-1%	-4%	-0.4%	i	2.0	10%	-10%	-5	610
O=[N+]([O-])c1cccc(-c2nc3ccccc3s/c2=N/O)c1	-1%	-5%	0%	9%	-0.7%	i	0.8	-100%	x	2	690

Not all compounds are listed; the hit share may differ from the screen's.
